Screening results (PubChem)
Lmaj promast: Leishmania major promastigote growth inhibition; AID 1063; Leishmania major promastigotes, resazurin fluorescence viability; 9% of 200,000 active; inhibition, % at 10 µM; in the data active = inhibition above about 50%;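 note: promastigotes grown with compound for 44 hours at 28 °C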
PPARg SRC3 recr: PPARgamma-driven SRC-3 recruitment agonism; 0.26% of 200,000 active; activation, % at 8 µM; biochemical PPARgamma/SRC-3 coactivator recruitment assay; in the data active = activation above about 23%;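 note: 0% = DMSO and 100% = reference agonist; some compounds past the cut are filed as inactive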
Target sequence (P37231 whole entry, looked up): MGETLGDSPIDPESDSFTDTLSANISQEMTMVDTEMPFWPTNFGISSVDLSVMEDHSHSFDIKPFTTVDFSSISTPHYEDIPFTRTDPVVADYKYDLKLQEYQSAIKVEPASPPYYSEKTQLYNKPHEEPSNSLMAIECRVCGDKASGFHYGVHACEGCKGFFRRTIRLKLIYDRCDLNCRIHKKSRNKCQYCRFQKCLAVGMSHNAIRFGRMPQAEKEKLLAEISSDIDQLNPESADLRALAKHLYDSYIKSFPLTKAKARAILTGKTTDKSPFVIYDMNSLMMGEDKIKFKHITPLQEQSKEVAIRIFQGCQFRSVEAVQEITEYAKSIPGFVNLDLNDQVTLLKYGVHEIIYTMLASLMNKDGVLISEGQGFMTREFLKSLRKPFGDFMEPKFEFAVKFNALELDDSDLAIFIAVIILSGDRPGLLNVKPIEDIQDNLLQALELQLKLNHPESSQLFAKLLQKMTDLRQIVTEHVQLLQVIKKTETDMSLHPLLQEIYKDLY
PPARg SRC1 recr: agonists of human PPARgamma SRC-1 coactivator recruitment; activation, % at 8 µM; P37231; PPARgamma-SRC-1 coactivator recruitment biochemical assay; 0.41% of 200,000 active; AID 631; in the data active = activation above about 19%;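 note: 0% = DMSO and 100% = reference agonist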
TR-FRET SRC-2 ct: flags TR-FRET format artefacts in PPARgamma SRC-2 recruitment agonist screen. TR-FRET artefact counter-screen; active compounds read high. TR-FRET ratio at 8 µM. 0.4% of 200,000 active; in the data active = TR-FRET ratio above about 2000; note: inactives centre near 1500; reference of the scale not given here
TLR4-MyD88 BLA: TLR4-MyD88 interaction inhibition in cells; inhibition, % at 8.4 µM; HeLa CL3-4 TLR4/MyD88 BLA complementation, FRET ratio; 0.18% of 200,000 active; AID 861; in the data active = inhibition above about 25%;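 note: 0% = vehicle and 100% = reference inhibitor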
bIAP act: increases bovine intestinal alkaline phosphatase activity | AID 1016 | activation factor at 20 µM | purified bovine IAP, CDP-star luminescence, 30 min; active compounds read high; fold of DMSO-control signal, blank-subtracted | 0.17% of 200,000 active;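 active = activation factor of 2 or more at 20 µM, a signal rise over negative controls twice the positive control's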
bIAP inhibitor: blocks bovine intestinal alkaline phosphatase activity. purified bovine IAP, CDP-star luminescence, 30 min. inhibition, % at 20 µM. 190,000 tested, under 10 active;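 active = over 50% inhibition of intestinal alkaline phosphatase at 20 µM in the single-dose screen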
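System: purified bovine intestinal alkaline phosphatase (IAP) enzyme; Input: IAP diluted 1/65,000,000 in the well; Measured by: CDP-star luminescence signal; Compound dosing: 20 µM single dose; Incubation: 30 min reaction at room temperature.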
ROMK primary: modulators of human ROMK potassium channel; P48048; Tet-inducible ROMK, thallium flux fluorescence; actives lie on both sides; B-score at 10 µM; 2% of 130,000 active; AID 1918;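 active = signal ratio slope over the read window, or its plate-corrected B-score, at least 3 SD from the plate mean, either direction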;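 note: B-score of the F/F0 ratio slope over 7 to 12 s after thallium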
DTT redox prof: compounds producing H2O2 with reducing agent – biochemical, NIH compound library profiling, artefact control for MLSCN library redox annotation, primary screen; AID 878; activation, % at 10 µM; 0.03% of 200,000 active; DTT-dependent redox cycling H2O2, phenol red/HRP absorbance; 100% = 100 µM peroxide control, 0% = buffer;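 active = activation of at least 50% relative to the plate's high and low controls in the primary single-dose screen; inactive = activation below 50%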;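 note: compound incubated with DTT at 0.8 mM final as the reducing agent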
PPARg SRC-2 ag: agonists of SRC-2 recruitment by human PPARgamma; 0.34% of 200,000 active; activation, % at 8 µM; P37231; PPARgamma LBD-SRC-2 recruitment, biochemical; in the data active = activation above about 22%;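 note: 0% = vehicle and 100% = reference agonist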
S1P3 antag: S1P3 (human) receptor antagonism | CHO S1P3 NFAT-BLA reporter, FRET fluorescence, antagonist mode | Q99500 | 0.27% of 170,000 active | inhibition, % at 4.98 µM;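 active = inhibition above the plate cutoff, the mean inhibition of test wells on that plate plus 3 SD, cut at about 28% in these data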;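 note: cells challenged with S1P at its EC80 of 0.8 µM; blue over green emission ratio from cleaved BLA substrate after 4 h stimulation; 0% = S1P-stimulated wells and 100% = unstimulated DMSO-only wells; some compounds past the cut are filed as inactive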
Target sequence (Q99500 whole entry, looked up): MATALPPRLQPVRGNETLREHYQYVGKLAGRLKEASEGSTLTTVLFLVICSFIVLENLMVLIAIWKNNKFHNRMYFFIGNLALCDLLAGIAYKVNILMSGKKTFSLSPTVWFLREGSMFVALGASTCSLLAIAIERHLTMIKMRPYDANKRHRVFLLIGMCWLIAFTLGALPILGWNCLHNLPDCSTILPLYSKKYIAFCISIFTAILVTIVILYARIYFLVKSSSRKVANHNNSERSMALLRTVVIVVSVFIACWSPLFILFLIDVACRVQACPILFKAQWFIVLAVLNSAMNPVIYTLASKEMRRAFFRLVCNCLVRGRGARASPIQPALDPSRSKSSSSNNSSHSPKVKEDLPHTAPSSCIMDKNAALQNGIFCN
* = called active by the depositor; x = no result given. Rows are unselected; 11% or so of the library scored in one or more.

SMILES	Lmaj promast	PPARg SRC3 recr	PPARg SRC1 recr	TR-FRET SRC-2 ct	TLR4-MyD88 BLA	bIAP act	bIAP inhibitor	ROMK primary	DTT redox prof	PPARg SRC-2 ag	S1P3 antag
Cc1cccc(NC2=NC(=S)N(c3cccc(C(=O)O)c3)C23CCCCC3)c1	-2	3	10	1622	-18	1	2	0.5	-1.2	3	12
Cc1ccc(NC2=C(N3CCOCC3)C(=O)c3ccccc3C2=O)cc1	2	6	2	1451	-10	0.9	10	x	1.6	-6	x
COc1ccc(NC(=S)N2CCN(C(c3ccccc3)c3ccccc3)CC2)cc1OC	16	4	5	1657	-6	0.8	16	x	0.2	5	-17
CC[n+]1c(/C=C/C=C/N(C(C)=O)c2ccccc2)sc2cc(OC)ccc21	88*	2	-2	1734	-1	1	5	-0.97	0.1	-1	-11
O=C(CO/N=C\c1ccccc1)Nc1ccccc1C(=O)N1CCOCC1	-5	-1	-4	1400	-8	1	3	0.15	-0.3	-9	19
O=C(COc1cccc(Cl)c1)Nc1ccc2c(c1)CCC2	56*	-1	-6	1455	-5	0.6	39	0.77	0.2	0	-3
COC(=O)c1ccccc1NC(NC(=O)c1ccco1)C(=O)c1ccccc1 (stereo not drawn)	5	0	9	1488	3	1	1	x	-1.8	4	24
CN1CCN(NC(=O)c2ccc(Cl)s2)CC1	-5	0	4	1359	13	1	-3	1.1	-0.1	-2	0
COc1ccc(C2(NC(C)=O)CCN(C(=O)CCC(=O)O)CC2)cc1	-2	1	2	1466	4	0.9	8	0.81	0.6	12	x
COc1ccc(N(C(C)=O)S(=O)(=O)c2cc(OC)ccc2OC)cc1	0	1	2	1463	-3	1	0	0.29	0.6	-3	-49
O=C(Nc1ccc2c(c1)OCO2)c1ccc(Br)s1	-4	11	2	1689	-2	0.8	17	-0.83	0.2	5	14
CSc1nnc(-c2cc3c(-c4ccccc4)nn(C)c3s2)n1C	2	-4	5	1467	1	1.1	-9	x	2.0	1	x

6 entries from above, with two lines to a compound:
Order of results: Lmaj promast, PPARg SRC3 recr, PPARg SRC1 recr, TR-FRET SRC-2 ct, TLR4-MyD88 BLA, bIAP act, bIAP inhibitor, ROMK primary, DTT redox prof, PPARg SRC-2 ag, S1P3 antag
COC(=O)c1ccccc1NC(NC(=O)c1ccco1)C(=O)c1ccccc1 (stereo not drawn)
  5, 0, 9, 1488, 3, 1, 1, x, -1.8, 4, 24
Cc1ccc(NC2=C(N3CCOCC3)C(=O)c3ccccc3C2=O)cc1
  2, 6, 2, 1451, -10, 0.9, 10, x, 1.6, -6, x
CC[n+]1c(/C=C/C=C/N(C(C)=O)c2ccccc2)sc2cc(OC)ccc21
  88*, 2, -2, 1734, -1, 1, 5, -0.97, 0.1, -1, -11
CSc1nnc(-c2cc3c(-c4ccccc4)nn(C)c3s2)n1C
  2, -4, 5, 1467, 1, 1.1, -9, x, 2.0, 1, x
O=C(Nc1ccc2c(c1)OCO2)c1ccc(Br)s1
  -4, 11, 2, 1689, -2, 0.8, 17, -0.83, 0.2, 5, 14
COc1ccc(N(C(C)=O)S(=O)(=O)c2cc(OC)ccc2OC)cc1
  0, 1, 2, 1463, -3, 1, 0, 0.29, 0.6, -3, -49

Continuation.
SMILES	Lmaj promast	PPARg SRC3 recr	PPARg SRC1 recr	TR-FRET SRC-2 ct	TLR4-MyD88 BLA	bIAP act	bIAP inhibitor	ROMK primary	DTT redox prof	PPARg SRC-2 ag	S1P3 antag
Clc1cccc(OCc2nc(-c3ccncc3)n[nH]2)c1	-2	5	7	1508	11	1	4	-0.52	-0.4	4	-18
CCCOc1ccc(S(=O)(=O)N2CCOCC2)cc1[N+](=O)[O-]	4	3	10	1855	-1	0.8	16	-0.92	-1.0	3	-16
Nc1ccc(C(=O)OCC(=O)c2cccc([N+](=O)[O-])c2)cc1	-7	0	3	1373	8	1.3	-34	0.32	-0.8	6	3
S=c1[nH]nc(-c2cccc(Cl)c2)n1Cc1ccccc1	-10	9	9	1734	-7	0.9	12	-0.83	-0.1	12	5
O=C(O)c1ccc(N=NN2CCCCC2)cc1	-5	-1	1	1494	1	1	-4	-0.74	-1.3	-1	-20
Cc1ccc(-c2cc(-c3ccccc3)[nH]c(=S)c2C#N)cc1	-1	3	2	1639	1	0.9	13	x	2.1	9	x
CCOC(=O)CSc1nnc(-c2cccnc2)n1C	-7	5	1	1651	-5	1.1	-9	-0.00095	-0.6	5	13
CC(C)CC(NS(=O)(=O)c1ccc2c(c1)oc(=O)n2C)C(=O)NCc1cccnc1 (stereo not drawn)	-6	3	-4	1616	3	1	-2	x	-0.6	-10	-51
Cc1ccc(/C=N/n2c(COc3ccccc3)n[nH]c2=S)o1	-2	-4	2	1403	9	0.7	26	0.22	-1.8	1	-1
COc1ccc(CC(=O)OCC(=O)NCc2ccccc2Cl)cc1	0	5	14	1614	7	1	3	-0.075	-2.1	8	-22
COc1cc(C=O)cc(OC)c1OS(=O)(=O)c1ccc(NC(C)=O)cc1	-2	6	0	1631	-12	1	0	0.19	2.8	0	x
CC(O)C(=O)N/N=C/c1cccc2ccccc12 (stereo not drawn)	3	4	0	1605	-18	1	0	-0.15	0.7	7	-7
COc1cccc(C2C(C(=O)c3cc4ccccc4o3)=C(O)C(=O)N2c2cc(C)on2)c1OC (stereo not drawn)	-2	69*	50*	2593*	10	1	-1	x	-1.1	45*	-29
OCC1(Cc2ccccc2C(F)(F)F)CCN(Cc2ccccc2)CC1	81*	0	-6	1392	-9	1.1	-5	-3.3	0.1	-6	16
COc1ccccc1C(=O)NC(CCSC)C(=O)OCC(=O)c1ccc[nH]1 (stereo not drawn)	-1	5	9	1642	-8	1	3	x	-0.3	2	-13
Cc1ccc(Nc2nc(CSc3nnc(-c4ccccc4)n3C)cs2)cc1	95*	8	5	1529	1	1.1	-9	0.15	0.0	4	-18
Cc1sc2ncnc(N[C@@H](Cc3c[nH]c4ccccc34)C(=O)O)c2c1C	-11	6	4	1590	2	0.9	13	x	0.1	8	8
COC(=O)c1ccc(N=Nc2ccccc2)cc1	-1	1	6	1570	-10	0.8	17	-0.2	-1.8	0	-18
CC(=O)N1CCN(c2nc(-c3ccco3)c3c(c2C#N)CC(C)(C)SC3)CC1	4	2	8	1652	-15	1	-2	x	-3.5	-2	x
Cc1ccc(NC2=C(C(=O)c3ccccc3)N(C)S(=O)(=O)c3ccccc32)cc1	7	7	6	1817	6	0.8	25	x	1.2	6	x
O=C(CSc1nnc(COc2ccccc2)n1Cc1ccco1)NCc1ccco1	5	-7	4	1350	6	1	-3	-0.51	-0.5	2	22
COc1ccc(/C(N)=N/OC(=O)c2cc(-c3ccccc3)nc3ccccc23)cc1	-5	-4	2	1524	3	0.9	14	x	2.7	0	x
COc1ccc(-c2ncn(CCC#N)c2[N+](=O)[O-])cc1	17	1	-6	1455	3	1	1	1	-0.3	-3	-18
COc1ccc(-c2nnc(SC(C(=O)c3c[nH]c4ccccc34)c3ccccc3)n2N)cc1OC (stereo not drawn)	57*	0	12	1582	-5	0.8	22	0.47	0.6	-1	-4
Cc1cc(N)n(-c2ccc([N+](=O)[O-])cc2)n1	-6	4	4	1501	2	1	-2	0.94	0.4	2	-6
O=C(N/N=C/c1ccc(F)c(F)c1)c1cc2c(s1)-c1ccccc1CC2	-4	3	5	1794	-4	0.7	31	x	3.1	6	x
CCOC(=O)N1CCN(c2c(Nc3cc(C)[nH]n3)c(=O)c2=O)CC1	-3	4	12	1635	-10	0.9	7	x	-0.4	-2	-30
c1cncc(-c2nnc(-c3ccco3)o2)c1	-4	5	-3	1520	0	0.9	10	x	1.1	3	5
Cc1ccc(OCC(=O)Nc2ccc(S(=O)(=O)N3CCCCC3)cc2)c([N+](=O)[O-])n1	0	2	2	1603	-7	1	2	-1.1	-1.5	3	12
Cc1cc(C)n(-c2ccc(C(=O)OCC(=O)NCc3ccco3)cc2)n1	-7	1	10	1636	-5	0.9	6	x	2.1	5	-30
COc1ccc(/C=N/NC(=O)c2ccc(N(C)S(=O)(=O)c3ccccc3)cc2)cc1OC	67*	-5	-1	1606	-5	1.1	-13	x	0.2	-1	-13
CCOC(=O)c1cccc(NC(=O)Cn2cnc3c2c(=O)n(C)c(=O)n3C)c1	-1	0	0	1509	-6	0.9	6	x	-2.6	0	6
Cc1ccc(C(=O)Nc2nnc(-c3ccc(C(C)(C)C)cc3)s2)cc1	-3	-14	-2	1359	5	0.9	9	0.27	0.4	11	x
COc1ccc(Cl)cc1C(=O)NC(C)C	-8	-1	2	1528	-8	1.1	-12	0.13	-1.4	3	-14
c1ccc(-n2cc(CN3CCC(N4CCOCC4)CC3)c(-c3ccc4c(c3)OCO4)n2)cc1	10	0	10	1482	-4	1.1	-9	-0.0033	0.6	-9	5
CC1CC(C)CN(c2ncc3c(n2)CC(c2ccc(Cl)cc2)CC3=O)C1 (stereo not drawn)	1	-5	6	1679	-6	0.7	33	-0.35	0.7	-1	-9
Cc1cc(C)cc(NC(=O)C2CCN(c3cnccn3)CC2)c1	36	8	-1	1791	4	0.9	11	-0.14	-1.1	0	-11
CC(=O)N(C)c1ccc(NC(=O)c2ccccc2C(=O)O)cc1	3	3	-3	1355	6	1	-2	x	0.9	2	-19
CCNC(=S)NNC(=O)c1cc(C)nc2ccccc12	-4	-2	-7	1628	-3	0.9	14	x	0.7	3	-8
CCn1c(=O)c([N+](=O)[O-])c(NCCc2ccc(OC)c(OC)c2)c2ccccc21	43	8	1	1443	-6	0.7	29	0.66	0.0	-2	-12
CC1CC(C)CN(CCCNC(=O)Cn2ncn3cccc3c2=O)C1 (stereo not drawn)	-4	4	-4	1410	0	0.6	35	1.5	0.0	1	x
Cc1cccc(OCCSc2ncnc3nc[nH]c23)c1	0	6	4	1642	-9	1.1	-7	x	0.3	-2	x
CCCNCCC(c1ccco1)c1ccccc1OC (stereo not drawn)	5	-11	6	1509	8	1	0	x	1.8	-6	x
CC(C)CNC(=O)c1ccccc1NC(=O)CCSc1ccccc1	0	-3	4	1387	1	0.9	8	-0.65	0.1	-2	-2
CCN1CCN(CCOc2ccccc2-c2ccccc2)CC1	91*	4	1	1502	0	1.1	-10	-0.45	-1.1	4	-16
Cc1cc(C(F)(F)F)nc(SCCN2CCOCC2)c1C#N	-1	0	7	1635	19	1	-1	x	0.7	1	-18
C[C@H](C(=O)O)c1n[nH]c(=O)c2ccccc12	0	5	4	1656	2	0.9	6	x	0.9	-1	6
c1ccc2c(Cn3ccnc3)c[nH]c2c1	35	-2	-2	1487	-3	1	3	x	1.3	-2	-18
COCCn1c(SCC(=O)Nc2cccc(S(N)(=O)=O)c2)nc2cc(Cl)ccc2c1=O	8	6	9	1709	-2	1.1	-14	-0.052	-0.7	0	-12
COCCn1c(SCCN2CCOCC2)nc2c1c(=O)[nH]c(=O)n2C	-4	10	3	1528	9	0.9	8	x	-1.5	-1	-4
O=C(COc1ccccc1)N1CCN(c2ncnc3c2cnn3-c2ccccc2)CC1	3	2	0	1674	1	1	-4	x	3.7	4	5
O=C(OCn1ncc(Cl)c(Cl)c1=O)c1cccc(C(F)(F)F)c1	59*	-1	6	1654	17	1.1	-12	x	0.7	9	x
OC(CSc1c(Cl)cccc1Cl)CN1CCN(c2ccccc2F)CC1 (stereo not drawn)	17	-4	-7	1516	-9	0.9	6	x	-4.0	-10	x
